TRPC4 PAM: TRPC4 (mouse) allosteric potentiation; HEK293 TRPC4beta/mu-opioid, DAMGO EC20, Fluo-4 Ca2+ flux; hits give high values; AID 2227; B-score at 10 µM; Q9QUQ5; 310,000 tested, 0.42% active;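 active = B-score of calcium response area above 5 SD of library B-scores, with initial fluorescence ratio within 5 SD of library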;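 note: B-score of integrated fluorescence ratio over time as area under calcium response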
TRPC4 block: inhibitors of mouse TRPC4 channel. 300,000 tested, 0.39% active. B-score at 10 µM. HEK293 TRPC4beta/mu-opioid, DAMGO-evoked Fluo4 calcium flux; hits give low values. Q9QUQ5. AID 2247;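 active = B-score over 3 SD under the library average, no early fluorescence shift, positive overall ratio signal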
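Signal: kinetic Fluo4 fluorescence imaging of calcium influx. Material: stable TRPC4beta/mu-opioid receptor HEK293 cells. Probe or stimulus: DAMGO in two steps, submaximal then maximal.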
Dyrk1A ADPGlo: Dyrk1A (rat) kinase inhibition. Q63470. ADP-Glo luminescence, NFATc1 peptide. inhibition, % at 12.5 µM. 310,000 tested, 0.43% active. AID 504441; in the data active = inhibition above about 50%;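 note: plate controls were vehicle with enzyme for no effect and no enzyme for full effect; many of its hits are not listed in these tables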
KCNK3 inh: human KCNK3 channel inhibition, primary screen | O14649 | CHO-KCNK3 thallium flux, FluxOR fluorescence; hits give low values | B-score at 10 µM | 340,000 tested, 0.84% active | AID 602410;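 active = B-score under library mean minus 4 SD, starting fluorescence ratio at most library mean plus 5 SD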;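 note: more negative B-score means stronger inhibition of thallium flux through KCNK3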
KCNQ1 act: potentiates or activates the human KCNQ1 potassium channel; P51787; CHO-K1 KCNQ1, thallium flux FluxOR fluorescence; hits give high values; B-score at 10 µM; 310,000 tested, 0.35% active;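 active = fluorescence ratio B-score, a plate-corrected score, at least three library SD, with initial intensity B-score within 5 SD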
Target sequence (P51787 whole entry, looked up): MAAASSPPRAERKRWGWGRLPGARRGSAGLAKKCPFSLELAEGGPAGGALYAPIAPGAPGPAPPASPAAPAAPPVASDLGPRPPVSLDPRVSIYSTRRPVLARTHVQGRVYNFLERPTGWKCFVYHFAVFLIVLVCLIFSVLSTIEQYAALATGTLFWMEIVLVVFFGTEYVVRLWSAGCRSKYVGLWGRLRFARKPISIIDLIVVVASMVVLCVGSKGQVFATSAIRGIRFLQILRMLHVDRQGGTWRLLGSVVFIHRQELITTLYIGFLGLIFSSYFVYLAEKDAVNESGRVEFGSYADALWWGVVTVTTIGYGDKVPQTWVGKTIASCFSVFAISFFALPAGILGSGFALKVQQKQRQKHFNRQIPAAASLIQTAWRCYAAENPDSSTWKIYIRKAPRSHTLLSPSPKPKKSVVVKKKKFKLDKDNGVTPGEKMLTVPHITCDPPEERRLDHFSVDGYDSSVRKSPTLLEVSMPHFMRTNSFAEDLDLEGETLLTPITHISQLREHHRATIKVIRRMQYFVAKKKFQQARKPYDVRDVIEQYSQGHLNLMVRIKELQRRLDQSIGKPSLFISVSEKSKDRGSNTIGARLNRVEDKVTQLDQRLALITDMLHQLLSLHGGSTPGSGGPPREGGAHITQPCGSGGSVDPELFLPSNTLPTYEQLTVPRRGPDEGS
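Assay system: CHO-K1 cells stably expressing KCNQ1; Medium: assay buffer with matched DMSO; Also added: K+/Tl+ depolarizing stimulus; Dosing: single dose; Timing: dye 90 min, compound 20 min, room temperature; Measured by: kinetic FluxOR thallium fluorescence, 10-s 1-Hz baseline, 110-s post-stimulus read; Read-out: peak-minus-minimum fluorescence over initial fluorescence, negative-control normalized, B-scored.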
Platelet DG rel: modulates dense granule release in human platelets; human platelet-rich plasma, SFLLRN dense granule ATP release, luminescence; inhibition, %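 (compounds screened at 7.5 µM in platelet-rich plasma)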; 300,000 tested, 0.22% active; AID 1663;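 active = mean replicate score, as percent of positive control, at or above 50; inconclusive = mean below 50 but at least one replicate at or above 50; inactive = mean and every replicate below 50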
KCNK9 block: blocks the human KCNK9 two-pore domain potassium channel. Q9NPC2. HEK293 KCNK9, FluxOR thallium flux fluorescence; hits give low values. B-score at 10 µM. 310,000 tested, 1.2% active;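 active = ratio B-score over 3 SD below the library mean, with starting fluorescence within 5 SD of its mean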;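 note: negative B-score means less thallium flux so channel inhibition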
Target sequence (Q9NPC2 whole entry, looked up, the tested form may be a part): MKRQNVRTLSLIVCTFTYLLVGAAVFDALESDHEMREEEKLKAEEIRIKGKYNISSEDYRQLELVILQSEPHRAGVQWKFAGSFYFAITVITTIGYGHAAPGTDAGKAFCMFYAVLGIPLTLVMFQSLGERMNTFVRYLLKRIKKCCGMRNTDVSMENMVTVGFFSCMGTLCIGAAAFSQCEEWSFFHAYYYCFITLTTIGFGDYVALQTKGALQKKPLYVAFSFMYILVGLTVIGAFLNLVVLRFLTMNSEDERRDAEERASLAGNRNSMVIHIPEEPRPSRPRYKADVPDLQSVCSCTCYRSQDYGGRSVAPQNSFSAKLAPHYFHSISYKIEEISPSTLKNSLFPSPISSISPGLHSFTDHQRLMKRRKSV
hERG rescue: hERG (human) protection from proarrhythmic block; Q12809; CHO-hERG, FluxOR thallium flux, dofetilide IC70 present; activation (rescue from dofetilide block), less the hit threshold, % at 10 µM; 310,000 tested, 0.51% active;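 active = activation above the mean of controls blocked by dofetilide plus 5 SD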;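 note: thallium influx through hERG after potassium depolarization seen as dye fluorescence rise; in these data hits start at about 4.7%; inactives centre near -7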
KCNQ1 inh: blocks the human KCNQ1 potassium channel. P51787. CHO-K1 KCNQ1, FluxOR thallium flux fluorescence; hits give high values. B-score at 10 µM. 310,000 tested, 1.3% active. AID 2642;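 active = compounds whose thallium flux B-score, printed positive for inhibition, exceeds three library SD while starting fluorescence stays within three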;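 note: channel opened by potassium depolarization with thallium stimulus after 20 min compound exposure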
PolyA inhibitor: blocks polyadenylation in yeast reporter cells | S. cerevisiae SKY197-pL101 polyadenylation reporter, beta-gal luminescence; efflux-impaired pdr1/pdr3 knockout yeast; score 100 = 6 SD above DMSO | calls only at 12 µM | 300,000 tested, 0.02% active | AID 1875;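 active = lowest replicate activity score at least 50, where 100 means six control SD above control mean; inconclusive = lowest score under 50 but half or more replicates reach 50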;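 note: yeast exposed to compound for 9 h at 30 °C; higher score means more reporter readthrough which indicates perturbed polyadenylation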
TRPC4 act: opens the mouse TRPC4 cation channel; Q9QUQ5; HEK293 TRPC4beta/mu-opioid, Fluo4 calcium fluorescence; hits give high values; B-score at 10 µM; 310,000 tested, 0.49% active;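 active = B-score above 5 SD of library B-scores, and initial fluorescence ratio not above library mean plus 5 SD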;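 note: positive B-score marks a calcium rise read as TRPC4 activation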
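Assay system: HEK293 stable line with TRPC4beta plus mu-opioid receptor. Times: dye 45 min RT, read 110 s. Measured by: kinetic Fluo4 calcium fluorescence. Measure: B score of integrated ratio. Controls: assay buffer as low control, maximal DAMGO as high control.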
Active calls of the source: *; i = inactive; ? = inconclusive; . = not tested or not shown. A portion of the library. The share of hits here may be higher or lower than overall.

SMILES	TRPC4 PAM	TRPC4 block	Dyrk1A ADPGlo	KCNK3 inh	KCNQ1 act	Platelet DG rel	KCNK9 block	hERG rescue	KCNQ1 inh	PolyA inhibitor	TRPC4 act
CCN(c1cccc(C)c1)S(=O)(=O)c1ccc2c3c(cccc13)C(=O)N2	i	i	8	i	i	4	i	-11	i	i	i
O=[N+]([O-])c1ccccc1CN1CCN(S(=O)(=O)Cc2ccccc2)CC1	i	i	-1	i	i	-4	i	-3	i	i	i
Cc1ccccc1N1C(=O)CC(Sc2nnc(-c3ccccc3)o2)C1=O (stereo unspecified)	i	i	6	i	i	?	i	-12	i	i	i
COc1ccc2oc(C)c(C(=O)c3ccccc3)c2c1	i	i	.	i	i	-3	i	-6	i	i	i
COc1cc(/C=N/N=C2/NC(=O)C(CC(=O)O)S2)ccc1OCc1ccc(Cl)cc1 (stereo unspecified)	i	i	-7	i	i	8	i	3	i	i	i
COC(=O)c1ccccc1NC(=O)CN1CCOCC1	i	i	4	i	i	1	i	-13	i	i	i
COC(=O)C1CCN(C(=O)c2c(-c3ccccc3Cl)noc2C)CC1	i	i	-5	i	i	5	i	-9	i	i	i
Cc1ccccc1C(=O)NNC(=O)CSc1nc(-c2ccccc2)cc(=O)[nH]1	i	i	-1	i	i	1	i	-4	i	i	i
COc1cc([N+](=O)[O-])cc(/C=N/NC(=O)CC#N)c1O	i	i	.	.	i	-4	i	-12	i	i	i
O=C(O)CSCC(=O)c1ccccc1	i	i	.	i	i	-1	i	0	i	i	i
COc1cc(C2NCCc3c2[nH]c2ccccc32)ccc1OC(C)C (stereo unspecified)	i	i	.	.	i	11	i	-8	i	i	i
Cc1cc(/C=C(\C#N)C(=O)O)c(C)n1C1CC1	i	i	-3	i	i	3	i	-4	i	i	i
CCSc1nnc(NC(=O)CSc2nc3c(c(=O)n2-c2ccccc2OC)SCC3)s1	i	i	6	i	i	-11	i	-7	i	i	i
OC(COc1ccc2ccccc2c1)CN1CCN(c2ccc(F)cc2)CC1 (stereo unspecified)	i	i	0	i	i	-21	i	0	i	i	i
O=C1CN(C(=O)COC(=O)/C=C/c2ccco2)c2ccccc2N1	i	i	11	i	i	5	i	-13	i	i	i
COc1ccc(C(C(=O)NC2CCCC2)N(CC2CCCO2)C(=O)Cn2nnc(-c3ccc(C)o3)n2)cc1 (stereo unspecified)	i	i	-2	i	i	5	i	-6	i	i	i
COc1ccc(N(C(=O)c2ccco2)C(C(=O)NC2CCCC2)c2cccnc2)c(OC)c1 (stereo unspecified)	i	i	4	i	i	-17	i	-4	i	i	i
Cc1cc(C)nc(SCC(=O)NNC(=O)c2ccccc2C)n1	i	i	3	i	i	-2	i	-10	i	i	i
O=C(NC(=S)Nc1ccc(O)cc1)c1ccccc1Cl	i	i	20	i	i	9	i	-8	i	.	i
COc1ccc(NC(=O)CSCc2ccc([N+](=O)[O-])cc2)cc1OC	i	i	12	i	i	3	i	-7	i	i	i
COc1cccc(/C=N/n2c(=O)[nH]c3ccccc32)c1OC	i	i	5	i	i	-2	i	-6	i	i	i
CC(=O)Nc1ccc(-c2csc(Nc3cccc(C)n3)n2)cc1	i	i	13	i	i	3	i	-14	i	i	i
OC(CNCc1ccc2c(c1)OCO2)COc1ccc(F)cc1 (stereo unspecified)	i	i	5	i	i	4	i	-9	i	i	i
O=C(O)c1ccc(CSc2nc(-c3ccccc3)cc(C(F)(F)F)n2)cc1	i	i	1	i	i	-2	i	-6	i	i	i
O=C(Nc1ccccc1)c1ccccc1OCc1ccc(F)cc1	i	i	1	i	i	1	i	-5	i	i	i
CCC(C)[C@H](NC(=O)[C@@H]1CSC2c3ccccc3C(=O)N21)C(=O)N1CCCCC1 (stereo partly specified)	i	i	1	i	i	-6	i	-9	i	i	i
Cc1ccc(C(=O)C2=C(O)C(=O)N(CCCn3ccnc3)C2c2ccc(OC(C)C)cc2)o1 (stereo unspecified)	i	i	-7	i	i	0	i	-6	i	i	i
CCC(=O)NCCc1nc2cc(NC(=O)c3cccs3)ccc2n1C	i	i	.	i	i	-2	i	-7	i	i	i
Cc1cc(C)cc(NC(=O)CCNC(=O)c2ccc([N+](=O)[O-])cc2)c1	i	i	1	i	i	2	i	-3	i	i	i
O=C(Nc1ccc(F)cc1F)c1csc(-c2ccccc2)n1	i	i	-4	i	i	-6	i	-11	i	i	i
Cc1nn(C(C)C)c(C)c1CN1CCCC(CCC(=O)NCc2ccccc2F)C1 (stereo unspecified)	i	i	1	i	i	4	i	-8	i	i	i
CCCc1cc(=O)[nH]c(SCc2ccccc2Cl)n1	i	i	7	i	i	0	i	-16	i	i	i
COc1ccc(N2C(=O)C(Cl)=C(Nc3c(C)n(C)n(-c4ccccc4)c3=O)C2=O)cc1	i	i	7	i	i	4	i	-2	i	i	i
CCN1C(=O)[C@H]2[C@@H](c3ccc(C)cc3)N3C(=O)N(c4cccc(Br)c4)C(=O)[C@@]3(Cc3ccccc3)[C@H]2C1=O	i	i	4	i	i	-3	i	-6	i	.	i
[O-][n+]1ccc(C2CC2)cc1	i	i	-5	i	i	-2	i	-1	i	i	i
CC(CCc1ccccc1)NC(=O)CCc1cn(C)c2ccccc12 (stereo unspecified)	i	i	-1	i	i	-4	i	-6	i	i	i
CC1CC(C)CN(C(=O)CCCNC(=O)c2ccc(Cl)cc2)C1 (stereo unspecified)	i	i	2	i	i	2	i	-7	i	i	i
O=c1oc2cc(O)ccc2c2ccccc12	i	.	36	i	i	-2	i	-2	i	i	i
C/C(=N\NC(=S)NC(C)C)c1ccco1	i	i	.	i	i	3	i	-4	i	i	i
COc1ccccc1CN(C)C(=O)c1ccccc1Sc1ccccc1C#N	i	i	-3	i	i	-9	i	-12	i	i	i
Cc1c(CC(=O)O)c(=O)oc2cc(OCc3nn[nH]n3)ccc12	i	i	-1	i	i	-16	i	-9	i	i	i
COc1ccc(NS(=O)(=O)c2nnc(NC(=O)c3ccccc3F)s2)cc1	i	i	0	i	i	6	i	-6	i	i	i
CCCCOC(=O)/C(=C/c1cn(C)c2ccccc12)NC(=O)c1ccc(OC)cc1	i	i	3	i	i	-9	i	1	i	i	i
CCN(CC)CCC(C)OC(c1ccccc1)c1ccccc1 (stereo unspecified)	i	i	-7	i	i	0	i	-9	i	i	i
Cc1n[nH]c(C)c1N=Nc1cc(Cl)ccc1Cl	i	i	1	i	i	8	i	0	i	i	i
O=C1NN(c2ccccc2)C(=O)/C1=C\c1ccc2c(c1)OCO2	i	i	13	i	i	-3	i	-12	i	i	i
CCCCS(=O)c1snnc1C (stereo unspecified)	i	i	-2	i	i	4	i	-4	i	i	i
CCOc1ccc2nc(SCC(=O)Nc3ccc4[nH]c(=O)[nH]c4c3)[nH]c2c1	i	i	-1	i	i	-7	i	-13	i	i	i
NNC(=O)c1oc2nc(-c3ccc(Cl)cc3)cc(-c3ccccc3)c2c1N	i	i	1	i	i	7	i	-6	i	i	i
CCOc1c(Br)cc(C(=O)N2CCCN(C)CC2)cc1OC	i	i	-3	i	i	.	i	0	i	i	i

Entries listed so far that have two or more sulfur atoms (three):
SMILES	TRPC4 PAM	TRPC4 block	Dyrk1A ADPGlo	KCNK3 inh	KCNQ1 act	Platelet DG rel	KCNK9 block	hERG rescue	KCNQ1 inh	PolyA inhibitor	TRPC4 act
CCSc1nnc(NC(=O)CSc2nc3c(c(=O)n2-c2ccccc2OC)SCC3)s1	i	i	6	i	i	-11	i	-7	i	i	i
COc1ccc(NS(=O)(=O)c2nnc(NC(=O)c3ccccc3F)s2)cc1	i	i	0	i	i	6	i	-6	i	i	i
CCCCS(=O)c1snnc1C (stereo unspecified)	i	i	-2	i	i	4	i	-4	i	i	i

(further entries)
SMILES	TRPC4 PAM	TRPC4 block	Dyrk1A ADPGlo	KCNK3 inh	KCNQ1 act	Platelet DG rel	KCNK9 block	hERG rescue	KCNQ1 inh	PolyA inhibitor	TRPC4 act
CCOC(=O)c1cc(-c2ccc(N3CCOCC3)cc2)nn1-c1ccc(F)cc1F	i	i	2	i	i	-1	i	-9	i	i	i
CN(C)S(=O)(=O)c1ccc2c(c1)nc(CCC(=O)O)n2C	i	i	0	i	i	-1	i	-5	i	i	i
CCOc1cc(/C=N/Nc2nc(C)cc(=O)[nH]2)ccc1O	i	i	2	i	i	12	i	-5	i	i	i
O=C(Cn1cnc2ccccc2c1=O)OCC(=O)c1ccc2c(c1)OCCO2	i	i	9	i	i	0	i	-5	i	i	i
CC(C)(C)NC(=O)COc1coc(CN2CCN(Cc3ccccc3)CC2)cc1=O	i	i	-2	i	i	-3	i	-1	i	i	i
CC(C)OCC(O)CN1CCN(CCN2C(=O)c3cccc4cccc(c34)C2=O)CC1 (stereo unspecified)	i	i	.	i	i	-14	i	-6	i	i	i
Cc1cc(C)c(C(=O)NCC2CCCO2)c(C)c1C(=O)NCC1CCCO1 (stereo unspecified)	i	i	1	i	i	.	i	-2	i	i	i
CCOC(=O)c1nn(-c2ccc(F)cc2)c2nc(CC(C)C)c(C#N)c(=O)n12	i	i	0	i	i	0	i	-12	i	i	i
COC(=O)c1cccc(NS(=O)(=O)c2ccc(NC(C)=O)cc2)c1C	i	i	-6	i	i	-1	i	-9	i	i	i
Nc1ccc(-n2nc(C(F)(F)F)cc2C(F)(F)F)cc1	i	i	.	i	i	9	i	-15	i	i	i
O=C(Nc1nnc(-c2ccco2)o1)c1ccc(Cl)cc1	i	i	.	i	i	-6	i	-10	i	i	i
COc1cc(/C=N/NC(=O)C(=O)NCc2cccnc2)cc(OC)c1OC	i	i	-1	i	i	-9	i	-5	i	i	i
COCc1nnc(NC(=O)c2ccccc2[N+](=O)[O-])s1	i	i	-2	i	i	11	i	-5	i	i	i
CCOc1ccc(S(=O)(=O)NCCC(=O)NCC(c2cccs2)N(C)C)cc1 (stereo unspecified)	i	i	12	i	i	0	i	-16	i	i	i
CCCc1cc(=O)[nH]c(SCC(=O)N(C)CC(=O)Nc2ccccc2CC)n1	i	i	1	i	i	-3	i	-4	i	i	i
COC(=O)/C=C(\C)NC(=O)c1ccc(F)cc1	i	i	-4	i	i	-4	i	-11	i	i	i
Cc1ccc(CNC(=O)COC(=O)CSc2cc(C)c(Br)cc2C)cc1	i	i	2	i	i	-11	i	-10	i	i	i

Compound activity (PubChem)
